Cardiac RTF inh: cardiac RTF calcium desensitization; P19429+P45379; IANBD-labeled cardiac RTF, Ca2+ fluorescence; inhibition, % at 7.15 µM; 0.12% of 340,000 active;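 active = inhibition above the mean inhibition of all tested compounds plus 3 SD, cut at about 17% in these data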;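 note: assay run at fixed EC70 calcium of 1.6 mM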
NSD2 inh: NSD2 (human) methyltransferase inhibition. NSD2 peptide methylation, AlphaScreen, 120 min. inhibition, % at 12.5 µM. 0.54% of 310,000 active; in the data active = inhibition above about 50%
C-LANA FP: KSHV C-LANA DNA binding inhibition. MBP-C-LANA/FAM-LBS DNA binding, fluorescence polarization. 0.078% of 340,000 active. inhibition, % at 9 µM. AID 504423;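 active = highest replicate inhibition at or above 60% at 9 µM, even if other replicates fall short; inactive = all replicates below 60% inhibition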;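 note: 0% = neutral control wells and 100% = 4 µM acridine orange control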
SR-BI DiI inh: blocks mouse SR-BI lipid uptake from DiI-HDL; inhibition, % at 12.5 µM; AID 488896; Q61009; ldlA[mSR-BI] CHO cells, DiI-HDL uptake fluorescence, 3 h; 0.96% of 320,000 active;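 active = mean replicate inhibition of at least 70% and a set share of replicates each scoring 70 or more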;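 note: 0% = median of neutral control wells and 100% = median of positive control wells; values of inactives mirror those of a sister screen read the other way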
Keap1-Nrf2 PPI: Keap1-Nrf2 (human) interaction inhibition | Q14145 | Keap1 Kelch-Nrf2 peptide fluorescence polarization, 1536-well | AID 504523 | 0.15% of 340,000 active | inhibition, % at 9.4 µM; in the data active = inhibition above about 12%;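 note: human Keap1 Kelch domain with fluorescein labeled Nrf2 9mer peptide probe; 0% = neutral control wells and 100% = peptide positive control; higher means more block of Keap1 binding to Nrf2 peptide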
Arrestin-AP2 inh: human beta-arrestin and AP2 interaction inhibition | FITC-arrestin peptide / GST-AP2 beads, flow cytometry; AP2 beta2 appendage carries R879A mutation | AID 504490 | 0.31% of 340,000 active | inhibition, % at 10 µM;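 active = inhibition above a set limit, near 3 SD of compounds lacking own fluorescence, cut at about 54% in these data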;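 note: plate controls were DMSO wells for no effect and 5 µM unlabelled arrestin peptide for full effect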
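Material – GST-tagged AP2 beta2-adaptin appendage (R879A) on 4 µm glutathione beads · Probe or stimulus – fluorescein-tagged arrestin peptide at 50 nM final · Timing – 12 min plus 1 h, RT · Detection – bead flow cytometry, FITC channel · Read-out basis – inhibition as reduced fluorescein signal on beads, percent · Medium – PBS plus Tween 20 (0.05%) and BSA (0.1%)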
PKA-R2B activ: PKA-R2B complex activation; AID 504700; PKA-R2B holoenzyme dissociation, Cy5-IP20 fluorescence polarization; R2B truncated from residue 108, S112A mutant; 0% DMSO only, 100% 113 µM cGMP; P22694+P31323; 0.079% of 340,000 active; activation, % at 11.4 µM;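 active = activation above a cutoff set at the mean over all compounds plus 3 SD, cut at about 18% in these data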;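 note: higher means more holoenzyme dissociation and a rise in polarization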
Target sequence (P31323 whole entry, looked up, other chains not shown, the tested form may be a part): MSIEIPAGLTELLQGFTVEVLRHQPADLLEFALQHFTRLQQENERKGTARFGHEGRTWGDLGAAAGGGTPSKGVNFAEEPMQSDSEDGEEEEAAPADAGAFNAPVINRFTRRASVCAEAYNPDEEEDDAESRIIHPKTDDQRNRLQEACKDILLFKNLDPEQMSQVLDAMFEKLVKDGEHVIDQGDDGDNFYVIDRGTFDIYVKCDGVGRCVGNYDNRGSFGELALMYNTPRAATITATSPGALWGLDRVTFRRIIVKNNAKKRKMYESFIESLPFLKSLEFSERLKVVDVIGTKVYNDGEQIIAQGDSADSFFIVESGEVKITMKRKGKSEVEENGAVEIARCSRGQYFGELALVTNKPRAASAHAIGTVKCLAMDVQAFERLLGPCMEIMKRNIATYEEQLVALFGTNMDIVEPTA
DAGLB inhibitor: diacylglycerol lipase beta (human) inhibition | 0.059% of 340,000 active | HEK293T DAGLB membrane lysate, EnzChek fluorogenic substrate | AID 504411 | inhibition, % at 5.17 µM; in the data active = inhibition above about 34%;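 note: 0% = enzyme with vehicle and 100% = wells lacking enzyme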
Target sequence (Q8NCG7 whole entry, looked up): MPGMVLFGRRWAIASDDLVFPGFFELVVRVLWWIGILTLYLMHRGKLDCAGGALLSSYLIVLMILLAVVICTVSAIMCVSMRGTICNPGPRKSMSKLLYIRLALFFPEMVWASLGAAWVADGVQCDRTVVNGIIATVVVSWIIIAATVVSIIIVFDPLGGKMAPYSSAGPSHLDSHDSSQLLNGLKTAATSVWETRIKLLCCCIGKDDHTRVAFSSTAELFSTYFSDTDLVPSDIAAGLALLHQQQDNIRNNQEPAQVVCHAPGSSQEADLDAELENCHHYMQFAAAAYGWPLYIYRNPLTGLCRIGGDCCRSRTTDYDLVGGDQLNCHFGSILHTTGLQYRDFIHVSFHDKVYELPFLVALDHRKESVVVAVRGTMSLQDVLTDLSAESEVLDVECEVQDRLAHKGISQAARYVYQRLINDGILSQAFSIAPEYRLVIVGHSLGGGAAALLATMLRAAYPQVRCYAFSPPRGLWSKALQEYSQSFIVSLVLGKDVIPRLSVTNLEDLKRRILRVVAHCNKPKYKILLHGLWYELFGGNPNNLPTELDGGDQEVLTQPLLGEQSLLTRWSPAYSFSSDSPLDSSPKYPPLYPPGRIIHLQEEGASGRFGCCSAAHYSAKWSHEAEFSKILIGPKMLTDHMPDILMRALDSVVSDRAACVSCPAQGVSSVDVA
SR-BI uptake up: enhances SR-BI lipid uptake from DiI-HDL | 0.096% of 320,000 active | CHO ldlA[mSR-BI] cells, DiI-HDL uptake fluorescence, 3 h; 100 = double the neutral-control signal | activation, % at 12.5 µM;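 active = mean replicate activation of at least 60% and every replicate at or above 60%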;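 note: 0% = median plate neutral-control signal and 100% = twice that signal; values of inactives mirror those of a sister screen read the other way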
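System: LDL receptor-deficient CHO ldlA cells overexpressing murine SR-BI | Timing: 3 h uptake period with compound, 37 °C | Medium: HEPES-buffered (25 mM, pH 7.4) F12 plus 0.5% BSA | Dosing: Single-point compound dose | Signal: Bottom-read fluorescence, 550/595 nm | Read-out: Retained DiI signal reflecting DiI-HDL uptake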
PvdQ inh: blocks Pseudomonas aeruginosa PvdQ acylase activity. purified PvdQ acylase, fluorescence plate reader. inhibition, % at 10 µM. 0.063% of 340,000 active; in the data active = inhibition above about 30%, passing the limit was not always enough;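 note: 0% = vehicle neutral wells and 100% = reference inhibitor wells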
Starred values were filed as active, the others as inactive.

Screening Cc1[nH]n(-c2ccccc2)c(=O)c1N=Nc1cccc([N+](=O)[O-])c1 returned Cardiac RTF inh -2, NSD2 inh 2, C-LANA FP -1.0, SR-BI DiI inh 43, Keap1-Nrf2 PPI 0, Arrestin-AP2 inh 2, PKA-R2B activ -9, DAGLB inhibitor 2, SR-BI uptake up -43 and PvdQ inh -13.
Screening CC(=O)N1Cc2ccccc2C(C)CC12CCCC2 (centres undefined) returned Cardiac RTF inh 8, NSD2 inh 1, C-LANA FP -0.6, SR-BI DiI inh 14, Keap1-Nrf2 PPI -1, Arrestin-AP2 inh 23, PKA-R2B activ 0, DAGLB inhibitor -4, SR-BI uptake up -14 and PvdQ inh 3.
For COc1ccccc1NC(=O)c1ccc(NC(=O)CN2C(=O)CN(C)C2=O)cc1 the results were Cardiac RTF inh -2, NSD2 inh 1, C-LANA FP -2.8, SR-BI DiI inh 6, Keap1-Nrf2 PPI 1, Arrestin-AP2 inh -3, PKA-R2B activ -10, DAGLB inhibitor 0, SR-BI uptake up -6 and PvdQ inh -5.
For CCCN1CCN(CCCNC(=O)Cn2nc(-c3ccc(Cl)cc3)ccc2=O)CC1 the results were Cardiac RTF inh -5, NSD2 inh 14, C-LANA FP -2.9, SR-BI DiI inh -15, Keap1-Nrf2 PPI 5, Arrestin-AP2 inh 1, PKA-R2B activ 0, DAGLB inhibitor 1, SR-BI uptake up 15 and PvdQ inh -2.
For Cc1ccnc(NC(c2ccsc2)c2ccc3ccc(C)nc3c2O)c1 (centres undefined) the results were Cardiac RTF inh -2, NSD2 inh 2, C-LANA FP -2.3, SR-BI DiI inh -11, Keap1-Nrf2 PPI -12, Arrestin-AP2 inh 15, PKA-R2B activ -5, DAGLB inhibitor 0, SR-BI uptake up 11 and PvdQ inh 2.
COC(=O)c1ccc(NC(=O)c2cn(-c3cccc(C)n3)cn2)cc1 was read as Cardiac RTF inh 4, NSD2 inh -2, C-LANA FP 3.1, SR-BI DiI inh -11, Keap1-Nrf2 PPI -3, Arrestin-AP2 inh 32, PKA-R2B activ -6, DAGLB inhibitor -2, SR-BI uptake up 11 and PvdQ inh 3.
For OC[C@H]1O[C@@](CO)(O[C@H]2O[C@H](CO)[C@@H](O)[C@H](O)[C@H]2O)[C@@H](O[C@H]2O[C@H](CO)[C@@H](O)[C@H](O)[C@H]2O)[C@@H]1O the results were Cardiac RTF inh 9, C-LANA FP 2.6, SR-BI DiI inh -2, Keap1-Nrf2 PPI 2, Arrestin-AP2 inh -2, PKA-R2B activ -7, DAGLB inhibitor 2, SR-BI uptake up 2 and PvdQ inh -8.
`COc1cccc(C(=O)C2CCCN(Cc3cn(CC(N)=O)c4ccccc34)C2)c1` (centres undefined) gave Cardiac RTF inh 0, NSD2 inh 0, C-LANA FP 0.5, SR-BI DiI inh 35, Keap1-Nrf2 PPI -4, Arrestin-AP2 inh 5, PKA-R2B activ 3, DAGLB inhibitor 0, SR-BI uptake up -35 and PvdQ inh 8.
For Cc1cc(C)c(C(=O)COC(=O)c2c(C)noc2C)cc1C the results were Cardiac RTF inh -4, NSD2 inh -2, C-LANA FP 0.4, SR-BI DiI inh 38, Keap1-Nrf2 PPI 0, Arrestin-AP2 inh 14, PKA-R2B activ -1, DAGLB inhibitor -7, SR-BI uptake up -38 and PvdQ inh 6.
`O=[N+]([O-])c1ccc(SCCO)nc1SCCO` gave Cardiac RTF inh -5, NSD2 inh 1, C-LANA FP 1.0, SR-BI DiI inh 16, Keap1-Nrf2 PPI -1, Arrestin-AP2 inh 45, PKA-R2B activ -8, DAGLB inhibitor -3, SR-BI uptake up -16 and PvdQ inh 5.
C=CCSc1nc2sc3c(c2c(=O)n1-c1ccccc1)CCN(C)C3 was read as Cardiac RTF inh -4, NSD2 inh 1, C-LANA FP -0.3, SR-BI DiI inh 8, Keap1-Nrf2 PPI -3, Arrestin-AP2 inh -20, PKA-R2B activ -16, DAGLB inhibitor 0, SR-BI uptake up -8 and PvdQ inh -13.
`Cc1nn(C(=O)c2cc3sccc3[nH]2)c(C)c1C` gave Cardiac RTF inh 1, NSD2 inh 1, C-LANA FP -1.5, SR-BI DiI inh 22, Keap1-Nrf2 PPI -5, Arrestin-AP2 inh 4, PKA-R2B activ -3, DAGLB inhibitor -9, SR-BI uptake up -22 and PvdQ inh -10.
O=C(COc1ccc(Br)cc1)N(Cc1ccco1)C1CCS(=O)(=O)C1 (centres undefined) was read as Cardiac RTF inh -3, NSD2 inh -3, C-LANA FP -0.6, SR-BI DiI inh -14, Keap1-Nrf2 PPI -2, Arrestin-AP2 inh -1, PKA-R2B activ -4, DAGLB inhibitor 1, SR-BI uptake up 14 and PvdQ inh -9.
`CCOc1ccccc1Oc1c(C)oc2cc(OC(=O)c3ccco3)ccc2c1=O` gave Cardiac RTF inh -2, C-LANA FP 0.2, SR-BI DiI inh 1, Keap1-Nrf2 PPI -7, Arrestin-AP2 inh -6, PKA-R2B activ -4, DAGLB inhibitor -1, SR-BI uptake up -1 and PvdQ inh -11.
For CN(C(=O)c1cccc(NC(=O)Cc2ccccc2)c1)c1ccccc1 the results were Cardiac RTF inh -9, NSD2 inh 0, C-LANA FP 7.0, Keap1-Nrf2 PPI -3, Arrestin-AP2 inh -2, PKA-R2B activ 0, DAGLB inhibitor 1 and PvdQ inh -16.
For O=C(Nc1cccc(Cl)c1)Nc1ccc(Br)cc1F the results were Cardiac RTF inh 11, NSD2 inh -2, C-LANA FP 0.8, SR-BI DiI inh 37, Keap1-Nrf2 PPI -4, Arrestin-AP2 inh 30, PKA-R2B activ -5, DAGLB inhibitor -7, SR-BI uptake up -37 and PvdQ inh 16.
Cc1ccc2[nH]c(=O)c(-c3noc(C(C)C)n3)cc2c1 was read as Cardiac RTF inh -5, C-LANA FP 1.3, SR-BI DiI inh -3, Keap1-Nrf2 PPI -5, Arrestin-AP2 inh 0, PKA-R2B activ 4, DAGLB inhibitor 0, SR-BI uptake up 3 and PvdQ inh -13.
For CCCc1cc(=O)[nH]c(SCC(=O)Nc2nonc2C)n1 the results were Cardiac RTF inh -4, NSD2 inh 1, C-LANA FP 0.7, SR-BI DiI inh -10, Keap1-Nrf2 PPI -4, Arrestin-AP2 inh 1, PKA-R2B activ -3, DAGLB inhibitor 2, SR-BI uptake up 10 and PvdQ inh -5.
`COc1ccccc1CC(=O)Nc1cc(Cl)ccc1O` gave Cardiac RTF inh 4, NSD2 inh 0, C-LANA FP 1.8, SR-BI DiI inh 0, Keap1-Nrf2 PPI 0, Arrestin-AP2 inh 12, PKA-R2B activ 6, DAGLB inhibitor -2, SR-BI uptake up 0 and PvdQ inh -14.
`CN1CCN(C(=O)CCN2C(=O)/C(=C\c3ccc(Cl)cc3)SC2=S)CC1` gave Cardiac RTF inh 5, C-LANA FP -1.8, SR-BI DiI inh -4, Keap1-Nrf2 PPI -2, Arrestin-AP2 inh -8, PKA-R2B activ 2, DAGLB inhibitor 3, SR-BI uptake up 4 and PvdQ inh 1.
For COc1ccc(/C=C/C(=O)NNc2cc(=O)n(C)c(=O)n2C)cc1OC the results were Cardiac RTF inh -1, NSD2 inh 3, C-LANA FP -2.9, SR-BI DiI inh -2, Keap1-Nrf2 PPI -3, Arrestin-AP2 inh -7, PKA-R2B activ -5, DAGLB inhibitor 3, SR-BI uptake up 2 and PvdQ inh -6.
Screening O=C(/C=C/c1ccc(Cl)cc1)N1CCN(c2c(Cl)cccc2[N+](=O)[O-])CC1 returned Cardiac RTF inh 2, NSD2 inh 0, C-LANA FP -0.2, SR-BI DiI inh 29, Keap1-Nrf2 PPI 4, Arrestin-AP2 inh -1, PKA-R2B activ 9, DAGLB inhibitor 4, SR-BI uptake up -29 and PvdQ inh -5.
Cc1ccc(-c2cc(Cc3ccc(F)cc3)c(=O)[nH]n2)cc1 was read as NSD2 inh 0, C-LANA FP 1.0, SR-BI DiI inh -15, Keap1-Nrf2 PPI -5, Arrestin-AP2 inh 2, SR-BI uptake up 15 and PvdQ inh 2.
Screening C=CCN(CC=C)C(=O)c1cc(Cl)ccc1[N+](=O)[O-] returned Cardiac RTF inh -5, NSD2 inh 4, C-LANA FP 2.5, SR-BI DiI inh -11, Keap1-Nrf2 PPI 5, Arrestin-AP2 inh -9, PKA-R2B activ 4, DAGLB inhibitor 2, SR-BI uptake up 11 and PvdQ inh 4.

Retrieved by structure from the entries so far, two records:
`CN1CCN(C(=O)CCN2C(=O)/C(=C\c3ccc(Cl)cc3)SC2=S)CC1` gave Cardiac RTF inh 5, C-LANA FP -1.8, SR-BI DiI inh -4, Keap1-Nrf2 PPI -2, Arrestin-AP2 inh -8, PKA-R2B activ 2, DAGLB inhibitor 3, SR-BI uptake up 4 and PvdQ inh 1.
Screening C=CCN(CC=C)C(=O)c1cc(Cl)ccc1[N+](=O)[O-] returned Cardiac RTF inh -5, NSD2 inh 4, C-LANA FP 2.5, SR-BI DiI inh -11, Keap1-Nrf2 PPI 5, Arrestin-AP2 inh -9, PKA-R2B activ 4, DAGLB inhibitor 2, SR-BI uptake up 11 and PvdQ inh 4.

Next structures follow:
Screening Cc1cc(C)cc(NC(=O)N2CCCN(c3c(Cl)cncc3Cl)CC2)c1 returned Cardiac RTF inh 1, NSD2 inh -1, C-LANA FP -1.1, SR-BI DiI inh 58, Keap1-Nrf2 PPI -4, Arrestin-AP2 inh 26, PKA-R2B activ 10, DAGLB inhibitor 0, SR-BI uptake up -58 and PvdQ inh -1.
Screening CC(=O)[C@H]1CC[C@H]2[C@@H]3C=CC4=CC(=O)CC[C@@]4(C)[C@@H]3CC[C@]12C returned Cardiac RTF inh -1, C-LANA FP -0.1, SR-BI DiI inh 11, Keap1-Nrf2 PPI 3, Arrestin-AP2 inh -4, PKA-R2B activ -7, DAGLB inhibitor -1, SR-BI uptake up -11 and PvdQ inh 3.
Screening CCOc1ccc(N2C(=O)CC(NCCc3ccc(S(N)(=O)=O)cc3)C2=O)cc1 (centres undefined) returned Cardiac RTF inh -18, NSD2 inh 0, C-LANA FP 1.0, SR-BI DiI inh 0, Keap1-Nrf2 PPI -7, Arrestin-AP2 inh -5, PKA-R2B activ -10, DAGLB inhibitor 2, SR-BI uptake up 0 and PvdQ inh -12.
For Cc1ccc(OCCn2c(=S)[nH]c3ccccc32)c(C(C)C)c1 the results were Cardiac RTF inh 2, NSD2 inh 1, SR-BI DiI inh -6, Keap1-Nrf2 PPI -2, Arrestin-AP2 inh 15, PKA-R2B activ -12, DAGLB inhibitor -4, SR-BI uptake up 6 and PvdQ inh 10.
O=C1c2ccccc2C(=O)N1OCc1ccccc1[N+](=O)[O-] was read as Cardiac RTF inh 3, NSD2 inh 0, C-LANA FP -0.6, SR-BI DiI inh -3, Keap1-Nrf2 PPI 0, Arrestin-AP2 inh 35, PKA-R2B activ -6, DAGLB inhibitor -2, SR-BI uptake up 3 and PvdQ inh -1.

Bioassay records deposited in PubChem BioAssay by several laboratories.
